NCI-60 one-dose screen, 48 h, at 10 µM unless noted. Numbers give growth in % (100 = growth as untreated, 0 = no growth, -100 = all killed).
OVCAR-5 – OVCAR-5 ovarian cancer; 82,000 compounds, 2.9% hits; AID 1794783
KM12 – KM12 colon cancer cells; 82,000 compounds, 5% hits; AID 1794800
HCC-2998 – HCC-2998 colon cancer; 79,000 compounds, 4.7% hits; AID 1794799
OVCAR-8 – OVCAR-8 ovarian cancer. 81,000 compounds, 4.4% hits
OVCAR-4 – OVCAR-4 ovarian cancer cells; 80,000 compounds, 3.7% hits; AID 1794784
DU-145 – DU-145 prostate cancer | 81,000 compounds, 4.2% hits | AID 1794760
OVCAR-3 – OVCAR-3 ovarian cancer | 79,000 compounds, 7% hits | AID 1794787
PC-3 – PC-3 prostate cancer cells; 80,000 compounds, 3.9% hits
SW-620 – SW-620 colon cancer; 82,000 compounds, 5.2% hits
Active calls of the source: *; · = not tested or not shown; & = joins results of further samples; [ ] = another dose, or the depositor's remark. The calls were made as follows: active = growth percent below 10; inactive = the rest.

SMILES	OVCAR-5	KM12	HCC-2998	OVCAR-8	OVCAR-4	DU-145	OVCAR-3	PC-3	SW-620
COc1ccc2[nH]cc(-c3cc(N)n4nc(-c5c[nH]c6ccc(OC)cc56)cc4n3)c2c1	8.8*	-38*	-4.1*	-63*	-8.3*	-10*	103	5.1*	-16*
COc1cc(/C=N\NC(=O)CN2CCN(c3cc4c(cc3F)c(=O)c(C(=O)N/N=C/c3ccc(O)c(OC)c3)cn4C3CC3)CC2)ccc1O	98	21	7.7*	62	48	66	14	70	57
O=C(CC(=O)Nc1ccc(Oc2ncnc3scc(Nc4n[nH]c(=S)s4)c23)cc1)Nc1ccc(Cl)cc1	79	·	100	93	90	97	83	74	93
COc1ccc(-c2oc(=O)n(C)c2-c2ccc(OC)cc2)cc1	102	110	98	112	92	96	135	100	100
CC1(C)OC2OC(C3COC(=O)O3)C(OC(=O)c3ccccc3)C2O1 (stereo not drawn)	103	104	107	106	109	111	108	92	105
COc1ccccc1N=Nc1cc(S(=O)(=O)O)c2ccccc2c1O	94	101	111	107	121	109	89	82	110
O=C(Nc1ccccc1)Oc1ccc[nH]c1=O	93	108	88	114	83	113	110	·	114
C=CC(=O)Nc1nc(-c2cccc(NS(=O)(=O)c3cccc4c(N(C)C)cccc34)c2)cs1	-62*	-44*	-88*	-39*	7.5*	3.4*	-69*	-26*	-81*
CCC(C)NC(=S)SCC(NC(=O)CCC(N)C(=O)O)C(=O)NCC(=O)O (stereo not drawn)	116	111	110	107	118	104	90	113	112
COC(=O)c1c2c(c(C)[n+]([O-])c1C)C(=O)C=C(NCc1ccc(F)c(F)c1)C2=O	-83*	-15*	-66*	-2.5*	-99*	-100*	-47*	3.4*	-43*
C/C(=C(/c1ccc(O)cc1)c1ccc(OCCN(C)C)cc1)c1ccc(Cl)cc1	67	45	7.0*	62	67	65	·	52	-33*
c1ccc(C(c2ccccc2)[n+]2ccccc2)cc1	106	95	94	101	106	104	98	105	104
CC(=O)/C(=C/N1C(=O)CC(=O)NC1=S)C(=O)Nc1ccccc1C	106	101	101	99	99	·	112	95	100
COc1cccc(/C=C2\Oc3ccc(O)c(-c4ccccc4)c3C2=O)c1	105	80	99	96	80	70	97	84	98
COc1cc(F)c(F)c(Nc2ccc(I)cc2F)c1NS(=O)(=O)C1(C[C@H](O)CO)CC1	14	24	-24*	46	46	51	83	49	19
Cc1ccc(Cc2cnc(NC(=O)C3=NCCCN3)s2)cc1	98	105	102	100	103	104	112	100	96
CCOC(=O)/C=C/c1cccc2c1C(=O)NC(C)(c1cc3cc4ccccc4cc3oc1=O)N2 (stereo not drawn)	76	87	79	83	61	78	104	55	86
CC(C)(C)NCc1cc(O)c(CNC(C)(C)C)cc1O	110	103	108	111	103	111	103	97	110
OC(c1cc(-c2cccc(Cl)c2)nc2ccccc12)C1CCCCN1 (stereo not drawn)	2.4*	-88*	·	-53*	-7.1*	-34*	-13*	-26*	-67*
Cc1nnc(NS(=O)(=O)c2ccc(N3C(N)=NC(N)=NC34CCCC4)cc2)s1	91	103	116	110	105	106	112	97	101
CCn1cc(CNc2ccc(C(=O)Nc3cc4cc(OC)c(OC)cc4c(C)n3)cc2)cn1	93	33	88	28	46	67	55	15	75
CC(C)(C)OC(=O)n1cc(-c2nc(-c3ccsc3)cs2)c2ccccc21	93	94	117	111	98	110	101	·	96
CCOC(=O)c1ccc(NC(=O)CS(=O)(=O)c2ccccc2)cc1	100	98	103	102	101	101	104	102	107
Cc1cccc(Cl)c1N	110	110	102	96	117	109	117	95	97
C=C1c2nc3ccccc3n2C=C(c2ccccc2)N1Cc1ccc(OC)cc1	78	100	78	95	80	93	95	·	95
CCc1ccc(OCc2ccccc2C(=O)Nc2ccc3nc(C)cc(N)c3c2)cc1	-95*	-79*	-77*	-61*	-84*	-96*	-92*	-88*	-64*
CCOC(=O)/C=C(/C)c1c(C)[nH]c2ccccc12	88	79	99	91	96	96	94	97	85
COc1ccc(NC(=O)NNc2ccc(-c3ccccc3)nn2)cc1	107	106	109	104	102	109	115	103	105
Cc1nc(NCCCN2CCOCC2)c2cnn(-c3ccccc3)c2n1	98	102	·	93	118	115	102	44	98
Cc1[nH]c(C2CC(c3cccs3)=NN2c2ccc(Cl)cc2)c(C)c1C(=O)O (stereo not drawn)	109	101	104	106	103	108	110	95	102
O=[N+]([O-])c1ccc(Cl)cc1Cl	104	111	97	110	111	124	117	101	106
COc1ccc(C(=O)/C=C/c2cc(-c3ccc(OC)c(OC)c3)n[nH]2)cc1OC	-8.3*	-74*	-86*	-23*	-39*	-26*	-42*	-36*	-49*
Fc1ccc(-c2cc(-c3cccs3)cc(-c3ccccc3)n2)cc1	112	102	99	106	98	121	110	103	92
CN(C)c1cccc2c(S(=O)(=O)Nc3ccc4nc(N)oc4c3)cccc12	104[2.15 µM]	86[2.15 µM]	93[2.15 µM]	82[2.15 µM]	46[2.15 µM]	96[2.15 µM]	69[2.15 µM]	79[2.15 µM]	87[2.15 µM]
C/C(=C/C=C(/C)C(=O)O)C(=O)O	103	109	109	98	108	117	104	100	107
Nc1nc(-c2ccccc2)c(N=Nc2ccc(Cl)cc2[N+](=O)[O-])s1	101	102	102	91	97	112	108	87	102
CCCCOC1NC(=O)NC(=O)C1(F)C(=O)OCC (stereo not drawn)	92&97	49&60	26&46	67&90	76&99	52&73	66&77	86&88	77&95
Cn1cc(-c2csc(-c3cn(C(=O)OC(C)(C)C)c4ccccc34)n2)c2ccnc(Cl)c21	51	50	84	48	9.6*	74	61	41	56
C[C@@H]1N=C(c2ccc(N=[N+]=[N-])cc2)Nc2nc3ccccn3c2C1=O	108	58	81	101	89	104	98	96	72
O=C1CCCCC1Nc1ccc2ccccc2c1 (stereo not drawn)	98	68	·	69	95	90	91	56	85
Cc1cc(O)cc(C)c1N=O	116	113	112	99	126	109	113	97	103
O=C(Nc1ccc(Cl)cc1)Nc1ccccc1CNc1nc(Nc2ccc(OCCN3CCCC3)cc2)ncc1Cl	105	11	-21*	·	-47*	-43*	-78*	-8.2*	-15*
CC1CN(Cc2ccccc2)C(=S)NC1=O (stereo not drawn)	103	114	99	105	80	·	121	·	107
O=c1c(-c2ccccc2)cocc1-c1ccccc1	107	102	112	98	117	147	105	99	113
O=C(O)CCc1nc2c(=O)[nH]c(=S)[nH]c2[nH]c1=O	117	100	102	107	106	114	111	102	103
O=C(O)CC1CC1(Cl)Cl (stereo not drawn)	101	103	107	115	111	113	101	105	105
C=CCn1c(SCC(=O)Nc2ccc(Cl)cc2)nnc1-c1cc(-c2ccc(OC)cc2)nc2ccccc12	94	86	102	78	94	100	95	77	90
O=c1oc2ccccc2cc1C1=NN(c2ccccc2)C(c2cn(-c3ccccc3)nc2-c2ccccc2)C1 (stereo not drawn)	96	93	102	89	91	108	107	86	99
O=C(NNc1nc2cc(F)c(F)cc2n2cccc12)c1ncccn1	50	26	62	22	13	27	21	32	26
O=C(CCn1cc[n+](CC(=O)c2ccc(Cl)cc2)c1)Nc1cccc2cccnc12	92	95	99	98	85	98	93	84	93

(more compounds)
SMILES	OVCAR-5	KM12	HCC-2998	OVCAR-8	OVCAR-4	DU-145	OVCAR-3	PC-3	SW-620
CCCCN1CCCC[C@@H]1C(=O)N[C@H](C(=O)N(C)[C@H](CCc1nc(C(=O)N[C@@H](Cc2ccccc2)C[C@H](C)C(=O)OC)cs1)C(C)C)C(C)C	95	48	68	83	61	93	65	35	85
Cc1ccc(-c2csc(=N)n2CC(=O)N2CCN(c3ccccc3)CC2)cc1	101	104	104	99	99	106	108	81	105
O=C(NN1C(=O)CSC1c1ccc(Br)cc1)c1ccc(NC(=O)c2ccccn2)cc1 (stereo not drawn)	113	88	100	96	86	100	87	77	99
CCCCCCCCSC1=CC(=O)C(OC)=C(OC)C1=O	28	30	·	-9.2*	21	68	-41*	-14*	-60*
CC(C)(O)CCc1ccc(O)cc1	110	107	100	104	·	113	110	93	101
Cc1ccc(-c2nc(/C=C3/C(=O)N(C)c4ccc(F)cc43)c3ccccn23)cc1	106	101	104	99	114	99	112	113	105
Cc1ccc(O)c(O)c1	101	99	111	89	95	117	103	91	106
Cc1ccc(C(=O)O)c(=O)[nH]1	118	106	115	108	95	113	110	84	128
Cc1nc2ccc(-c3ccccc3)cc2s1	105&113	101&99	99	103&99	90&105	105&115	95&105	91&95	89&107
O=C(N/N=C/c1ccc(Cl)cc1)c1cnc2n(c1=O)CCCCC2	106	95	95	97	100	101	96	95	94

Arranged by SMILES length (high to low): eleven of the compounds above.
SMILES	OVCAR-5	KM12	HCC-2998	OVCAR-8	OVCAR-4	DU-145	OVCAR-3	PC-3	SW-620
O=C(CC(=O)Nc1ccc(Oc2ncnc3scc(Nc4n[nH]c(=S)s4)c23)cc1)Nc1ccc(Cl)cc1	79	·	100	93	90	97	83	74	93
O=C(Nc1ccc(Cl)cc1)Nc1ccccc1CNc1nc(Nc2ccc(OCCN3CCCC3)cc2)ncc1Cl	105	11	-21*	·	-47*	-43*	-78*	-8.2*	-15*
COc1cc(F)c(F)c(Nc2ccc(I)cc2F)c1NS(=O)(=O)C1(C[C@H](O)CO)CC1	14	24	-24*	46	46	51	83	49	19
Cc1[nH]c(C2CC(c3cccs3)=NN2c2ccc(Cl)cc2)c(C)c1C(=O)O (stereo not drawn)	109	101	104	106	103	108	110	95	102
CC(C)(C)OC(=O)n1cc(-c2nc(-c3ccsc3)cs2)c2ccccc21	93	94	117	111	98	110	101	·	96
CC1(C)OC2OC(C3COC(=O)O3)C(OC(=O)c3ccccc3)C2O1 (stereo not drawn)	103	104	107	106	109	111	108	92	105
O=C(N/N=C/c1ccc(Cl)cc1)c1cnc2n(c1=O)CCCCC2	106	95	95	97	100	101	96	95	94
c1ccc(C(c2ccccc2)[n+]2ccccc2)cc1	106	95	94	101	106	104	98	105	104
O=c1c(-c2ccccc2)cocc1-c1ccccc1	107	102	112	98	117	147	105	99	113
CC1CN(Cc2ccccc2)C(=S)NC1=O (stereo not drawn)	103	114	99	105	80	·	121	·	107
Cc1nc2ccc(-c3ccccc3)cc2s1	105&113	101&99	99	103&99	90&105	105&115	95&105	91&95	89&107

The results go on:
SMILES	OVCAR-5	KM12	HCC-2998	OVCAR-8	OVCAR-4	DU-145	OVCAR-3	PC-3	SW-620
CC(=O)NCC1(c2ccccc2)CCN(CC2COc3ccccc3O2)CC1 (stereo not drawn)	93	101	106	107	97	109	111	87	99
C=CCN=C(N)SCc1ccccc1	109	106	99	102	103	115	117	93	108
CCC(CC)CS(=O)(=O)Nc1ccc(C(=O)O)cc1	111	101	115	101	102	106	108	102	111
CCOc1ccc(N(CCN(C)C)C(=O)C(c2ccccc2)c2ccccc2)cc1	94	97	85	95	88	100	98	63	95
CCCCN(CCCC)CC(O)c1ccc(F)c2ccccc12 (stereo not drawn)	69	93	92	91	88	98	95	69	62
NC(=O)c1c(NC(=O)COC(=O)C2COc3ccccc3O2)sc2c1CCCC2 (stereo not drawn)	106	116	118	99	115	113	115	91	103
Cc1cccc(C)c1NC(=O)NS(=O)(=O)c1ccccc1	106	94	102	106	102	110	105	105	97
O=c1[nH]c2c(s1)CCCC2CN1CCCCC1 (stereo not drawn)	89	108	100	113	113	109	111	92	114
Cc1c2ccccc2nc(CSc2ccccc2)[n+]1[O-]	101	100	84	103	103	106	117	95	100
CC1CC(=O)CC(C)(C#N)C1 (stereo not drawn)	107	114	104	104	117	110	110	99	101
CC1=NC(=S)NC(c2ccccc2)/C1=C1/CC(c2ccccc2O)NN1 (stereo not drawn)	101	104	113	97	101	101	109	95	100
CCOC(=O)C1C(=O)N(c2ccccc2CC)C(=O)C(C#N)=C1c1ccc2c(c1)OCO2 (stereo not drawn)	95	101	113	104	96	103	99	111	108
NS(=O)(=O)c1ccc(NC(=O)CSc2nc3ccccc3c(=O)n2-c2ccccc2)cc1	103	101	104	100	106	103	104	101	104
CC1(C)CC[C@]23CC[C@]4(C)[C@H](CC[C@@H]5[C@@]6(C)CCCNC(C)(C)[C@@H]6CC[C@]54C)[C@H]2[C@H]1OC3	8.6*	-69*	-55*	-46*	-51*	-8.9*	-31*	-11*	-72*
O=C(Nc1nc(-c2ccccc2)cs1)c1ccccc1CN1C(=O)c2ccccc2C1=O	99	107	98	95	105	103	105	90	103
O=C1CC(c2ccccc2)C(c2ccccc2)=NN1 (stereo not drawn)	113	106	100	110	107	105	108	88	112
Cn1cc(C2=C(c3cccc4ccccc34)C(=O)NC2=O)c2ccccc21	103	·	122	102	106	107	·	93	106
CCCCCc1ccc(S(=O)(=O)Nc2cc(-c3csc(N(C)C(C)=O)n3)ccc2N2CCN(C)CC2)cc1	68	46	21	36	12	71	60	37	8.6*
CCCCC[C@H](O)C/C=C1/C(=O)C=C[C@@H]1C/C=C\CCCC(=O)OC	129	17	78	14	84	53	12	27	16
O=c1c2cc(F)ccc2sc2c(NCc3cccnc3)nc3ccccc3c12	85	89	104	92	77	95	101	76	95
COc1cccc2cc(N(C)c3ncnc4ccccc34)ccc12	54	5.1*	21	6.2*	35	10	6.1*	5.9*	21
COc1ccc(NC(=O)Cn2c(/C=C/c3ccccc3)nc3ccccc3c2=O)cc1	99	100	117	72	85	94	86	93	102
NS(=O)(=O)c1ccc(CCNC(=O)CSc2ccc(-c3ccc(F)cc3)nn2)cc1	103	84	95	96	64	83	111	81	85
N#CC1(C#N)C2CCCCC2(/C=N/Nc2ccccc2)C1(C#N)C#N (stereo not drawn)	105	99	97	·	97	104	107	95	94
N#Cc1cn(-c2ccc(Cl)cc2Cl)c(C(=O)c2ccc(F)cc2)c1N	93	102	102	99	106	105	101	106	95
COC(=O)CCC(C)C1CCC2C3C(OC(C)=O)CC4CC(O)CCC4(C)C3CC(O)C12C (stereo not drawn)	122	108	103	101	·	113	106	95	108
CNC(=O)OCc1snc(-c2ccccc2)c1COC(=O)NC	110	·	101	101	108	114	100	99	118

From PubChem BioAssay
